Hep lipid drop: modulators of hepatic lipid droplet formation; AML12 mouse hepatocytes, oleate lipid droplets, BODIPY imaging; inhibition, % at 6.5 µM; 240,000 tested, 0.4% active; AID 1656;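 active means lipid droplet intensity inhibited by at least 50%, with more than 500 cells counted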
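Test system: AML12 mouse liver cells; schedule: overnight exposure; technique: high-content imaging of BODIPY-stained droplets and DAPI nuclei; read-out: % inhibition of corrected integrated BODIPY droplet signal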
Ins promoter up: MIN6 insulin promoter up-regulation; MIN6 insulin promoter-GFP reporter, high-content imaging; hits give high values; z-score at 5 µM; 190,000 tested, 0.3% active;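 active means z-score above 3 at 5 µM with at least 500 cells counted in the well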
PMI inhibitors: MPI enzyme activity inhibition – biochemical, fluorescence intensity, coupled assay, primary screen (AID 1209); purified PMI enzyme, coupled fluorescence intensity; higher % means a stronger effect; one-dose inhibition, % at 20 µM; IC50 in µM for titrated hits; 190,000 tested, 0.42% active;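 further: plate controls were DMSO vehicle for no effect and wells lacking substrate for full effect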
TNAP activators: human TNAP enzyme activators, primary screen, biochemical, luminescent, no phosphate acceptor, uHTS (AID 1001); purified TNAP, luminescent activation assay, no phosphate acceptor; higher activation fold means a stronger effect; one-dose activation fold at 20 µM; EC50 in µM for titrated hits; 200,000 tested, 0.03% active; in the data active means activation fold from about 3, or a potency from the dose series; inactive means the rest, 99 in 100 with activation fold below about 1.6; further: many of its hits are not listed in these tables
b-catenin transl: beta-catenin nuclear translocation modulation; 190,000 tested, 0.3% active; nuclear translocation activity, % at 5 µM; HeLa beta-catenin nuclear translocation, immunofluorescence imaging;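 active means nuclear translocation activity above 50% at 5 µM, with a well cell count of 50 or more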;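 further: per-cell ratio of nuclear to cytoplasmic median beta-catenin stain intensity; plate controls were DMSO negative control for no effect and GSK-3 inhibitor IX positive control for full effect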
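Signal – beta-catenin immunofluorescence imaging with DAPI · Test system – human HeLa cell line · Dosing – 5 µM primary single dose, 0.1% DMSO, 0.02–20 µM confirmation series · Measure – % activation, nuclear-to-cytoplasmic median beta-catenin signal ratio per cell · Incubation – 24 h compound exposure at 37°C, 5% CO2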
MT stabilize HCS: stabilizes microtubules in HeLa cells; HeLa tubulin immunostaining HCS, 24 h; share of cells brighter than vehicle mean+2SD; % tubulin-high responders, % at 10 µM; 200,000 tested, 0.83% active;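 active means plate Z-score above 3 for both tubulin-high and condensed-nucleus cell shares, with cell loss under 80%, at 10 µM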;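 further: anti alpha tubulin signal scored within the nucleus-defined area of each cell; some results filed as inactive read as strong as hits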
PMI inhibition: human PMI inhibitors, high substrate, primary screen, biochemical, fluorescence intensity, high mannose 6-phosphate (AID 1220); one-dose inhibition, % at 20 µM; IC50 in µM for titrated hits; 190,000 tested, 0.66% active; recombinant PMI enzyme, coupled fluorescence intensity; higher % means a stronger effect
Autophagy HCS: modulators of autophagy; MEF GFP-LC3 puncta imaging; test concentration mostly 10 µM; calls only at 10 µM (by protocol); 190,000 tested, 0.98% active; AID 463193;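 active means percentage of spot-positive cells more than 3 SD above its plate mean, without a fluorescence outlier flag or 80% toxicity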;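 further: spot-positive cell cutoff set from DMSO-treated cells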
T cell HTS: T cell immune modulation candidate; 330,000 tested, 0.068% active; AID 2052; calls only at 7 µM; 2C CD8+ T cell-vesicle binding, flow cytometry; hits give low values;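 active means response, share of CD8 T cells binding vesicles, and their 90th percentile fluorescence all below set limits, cut at about 80% in these data, passing the limit was not always enough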
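Test system: purified 2C TCR transgenic mouse naive CD8+ T cells. Probe or stimulus: QL9-peptide-loaded Drosophila micro-vesicles bearing Ld, ICAM-1 and B7-1. Incubation: binding step 1.5 h, 37 °C, antibody labelling 20 min, ice. Measured by: flow cytometry of vesicle-bound cells.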
Ins promoter up cell count: further read-out of Ins promoter up, marked with its call; cell count; measured here: cytotoxicity, nuclei count;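 total cells summed across four imaged fields per well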
Hep lipid drop cells 6.5 µM: second read-out of Hep lipid drop, no call of its own (marks repeat the call); cell count; measured here: cell count, cytotoxicity flag;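 cells counted across two imaged fields per well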
b-catenin transl cell count 5 µM: second read-out of b-catenin transl, no call of its own (marks repeat the call); cell count; measured here: cell count, cytotoxicity flag
T cell HTS vesicle-bound %: also measured in T cell HTS; calls as there; double positive events, %; measured here: CD8+ vesicle-bound cell fraction;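 binding gate set so that unloaded-vesicle control wells show 10% double positive cells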
MT stabilize HCS Hoechst-high %: second read-out of MT stabilize HCS, no call of its own (marks repeat the call); % Hoechst-high responders; measured here: nuclear condensation Hoechst responders;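 share of cells brighter than vehicle mean plus two SD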
MT stabilize HCS cytotoxicity %: also measured in MT stabilize HCS; calls as there; toxicity, %; measured here: cytotoxicity by cell density;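 0% = mean cell density of plate MIN control wells and 100% = no cells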
Autophagy HCS cell loss 18 h: second read-out of Autophagy HCS, no call of its own (marks repeat the call); toxicity, %; measured here: cell loss, nuclei count;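 cell loss after 18 h compound exposure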
Starred values were filed as active, the others as inactive; i = inactive; / = not tested or not shown. Unless noted, no stated cut-off is given here; in the data, active means inhibition above about 50%; inactive means the rest.

SMILES	Hep lipid drop	Hep lipid drop cells 6.5 µM	Ins promoter up	Ins promoter up cell count	PMI inhibitors	TNAP activators	b-catenin transl	b-catenin transl cell count 5 µM	MT stabilize HCS	MT stabilize HCS Hoechst-high %	MT stabilize HCS cytotoxicity %	PMI inhibition	Autophagy HCS	Autophagy HCS cell loss 18 h	T cell HTS	T cell HTS vesicle-bound %
Cc1cc2nc(NC3=NCN(Cc4ccc5c(c4)OCO5)CN3)nc(C)c2cc1C	/	/	-2.73	1102	9.9%	1	3.8	1156	/	/	/	14.5%	/	/	/	/
O=C(NC(=S)Nc1cccc(Cl)c1N1CCOCC1)c1cccs1	-4.5	667	-0.25	1337	10.3%	1	-3.4	1098	2.0	2.0	6.3	9.2%	i	-14.0	i	12.4
O=C(NCC1CCCO1)c1sc(=S)n2c1[nH]c(=O)c1ccc(C(=O)N3CCCCC3)cc12 (stereo not given)	/	/	0.16	1364	-7.3%	0.9	-4.3	985	2.6	2.2	9.4	-8.8%	i	9.2	i	2.7
Cc1cc(=O)oc2cc(OCc3nnc(-c4ccccc4Br)o3)ccc12	/	/	0.24	959	6.5%	1	0.7	1150	12.4	7.2	6.9	7.9%	i	15.6	i	27.6
COc1ccccc1Nc1nc2nonc2nc1N1CCCCC1C (stereo not given)	-3.4	715	-1.61	1327	6.2%	1.1	-0.9	1082	1.5	1.5	8.5	3.3%	i	-9.8	i	61.6
O=C1CN(C(=O)COC(=O)/C=C/c2ccc(S(=O)(=O)N3CCOCC3)cc2)c2ccccc2N1	-13.3	709	0.31	1594	11.7%	1	-6.1	1110	2.4	2.4	8.8	18.5%	i	-5.9	i	23.9
CCc1ccc(OCC(=O)NN2Cc3ccccc3C2=N)cc1	-1.3	681	-0.29	1221	-73.7%	1.1	-1.8	1064	4.0	2.9	3.9	-79.6%	i	13.1	i	4.0
COC1(c2cc(-c3ccccc3)nc(N)n2)CCCCC1	/	/	0.58	1006	0.3%	1.2	-1.0	1181	3.2	2.5	5.1	1.5%	i	25.7	i	35.6
COc1ccc(OCC(=O)N2CCN(c3nnc(-c4ccc(C)cc4)c4ccccc34)CC2)cc1	24.1	667	0.66	1089	/	/	-0.5	1314	/	/	/	/	/	/	i	43.4
Cc1cc(C)nc(-n2ncc(C#N)c2N)n1	3.8	719	0.61	1373	4.1%	1.1	-1.7	1177	6.7	0.8	9.2	6.2%	i	-8.9	i	61.8
NC(=O)c1ccc(N=Nc2c(O)c3ccccc3[nH]c2=O)cc1	-4.7	723	0.92	1388	/	/	-1.6	974	/	/	/	/	/	/	i	61.2
NNC(=O)c1ccccc1-n1cccc1	16.8	671	0	1353	-1.3%	1	-0.9	1099	1.4	3.4	11.3	-0.4%	i	-4.1	i	45.7
COC(=O)C1=NN(C(C)(C)CC(C)=O)C2C(=O)N(C3CCCCC3)C(=O)C12 (stereo not given)	20.8	694	0.83	1593	-4.1%	1.2	-5.0	1129	3.1	2.1	10.8	-7.2%	i	-12.0	i	54.3
C=CCc1cccc2cc(C(=O)N3CCN(C(=O)OCC)CC3)c(=O)oc12	9.3	694	0.39	1258	1.9%	1.1	/	/	1.6	2.9	14.0	-6.3%	i	6.2	i	53.2
c1ccc(CNC2=NCCCC2)cc1	/	/	0.4	1301	10.2%	1	1.5	1436	6.0	3.3	6.4	7.3%	i	6.3	i	2.1
CCCCC1CC(C)(C(=O)CSc2nc3ccccc3s2)OC1=O (stereo not given)	0.6	832	1.48	715	15.5%	1	-0.3	972	1.2	2.1	8.1	13.5%	i	-17.3	i	53.2
O=c1ccc2c(o1)/C(=C/C=C(Cl)Cl)CCC2	/	/	0.52	1130	-30.7%	1	-1.1	828	3.9	3.2	7.2	-56.2%	i	12.1	i	39.5
Cc1nn(C)c(C)c1C1C(C#N)=C(N)OC2=C1C(=O)CC(C)(C)C2 (stereo not given)	5.5	640	0.37	1288	-1.4%	1	-0.5	478	2.9	2.1	3.1	1.8%	i	-5.6	i	56.1
CCN(CC)C(=O)c1cc2sc3ccccc3c2s1	/	/	0.17	1306	8.9%	1	-5.1	927	4.0	2.4	4.3	13.9%	i	18.6	i	59.6
CCCCOC(=O)N1CCOCCOCCOCCOCC1	0.3	764	0.51	951	/	/	-1.0	1368	/	/	/	/	/	/	i	20.5
O=C(Nc1ccccc1C(F)(F)F)NC1CCCCCCC1	7.9	832	/	/	-6.9%	0.9	/	/	1.0	1.0	5.4	-12.1%	i	5.2	i	27.5
CCCc1cc2c(cc1NC(=O)c1ccccc1Cl)OCO2	/	/	-0.14	1553	8.8%	1.1	2.3	1332	1.7	1.7	5.2	16.9%	i	8.2	i	4.1
Cc1ccc(NC(=O)C2C3C=CC4(CN(Cc5cccnc5)C(=O)C24)O3)cc1F (stereo not given)	5.2	677	/	/	21.2%	1	-2.3	1076	4.0	1.4	9.6	17.5%	i	13.7	i	63.7
CCCNC(=O)CN(C1CCCCC1)S(C)(=O)=O	-14.2	708	1.11	1650	2.9%	1.1	-1.0	1042	2.2	2.0	9.2	-2.3%	i	3.0	i	17.9
Cc1ccc(OCC(O)Cn2c(N)nc3c2c(=O)n(C)c(=O)n3C)cc1 (stereo not given)	14.3	690	/	/	/	1	0.2	1558	/	/	/	/	i	15.2	i	26.7

(more compounds)
SMILES	Hep lipid drop	Hep lipid drop cells 6.5 µM	Ins promoter up	Ins promoter up cell count	PMI inhibitors	TNAP activators	b-catenin transl	b-catenin transl cell count 5 µM	MT stabilize HCS	MT stabilize HCS Hoechst-high %	MT stabilize HCS cytotoxicity %	PMI inhibition	Autophagy HCS	Autophagy HCS cell loss 18 h	T cell HTS	T cell HTS vesicle-bound %
O=C1c2ccccc2C(=O)N1CCc1c[nH]c2ccc(O)cc12	-0.2	719	/	/	22.1%	1.1	-2.1	1127	1.7	1.4	5.6	34.1%	i	4.6	i	64.6
COc1cccc(CSc2nnc(C(F)(F)F)n2Cc2ccc(F)cc2)c1	/	/	/	/	7.8%	1.1	/	/	1.3	1.7	5.0	2.4%	i	33.3	i	53.2
COc1ccc(-c2noc(CSc3nc4sc(C)c(C)c4c(=O)n3-c3ccccc3)n2)cc1OC	33.4	688	-0.88	1599	18.5%	1.1	0.2	1003	4.9	3.7	3.2	19.3%	i	-3.6	i	26.3
COc1ccc(OCC(=O)Nc2ccncc2)cc1	-2.8	651	-0.1	1041	/	/	0.8	1216	/	/	/	/	/	/	i	38.5
Cc1nc2cc3ccccc3cc2c(=O)[nH]1	10.7	735	0.8	953	14.0%	1	/	/	3.5	1.6	0.1	13.6%	i	34.1	i	43.8
CCN(Cc1ccccc1)c1ccc(/C=N/NC(=O)c2cccc(S(=O)(=O)N3CCOCC3)c2)cc1	27.8	661	0.52	1074	5.8%	1.1	/	/	5.8	1.9	7.6	2.3%	i	-1.8	i	5.7
COC(=O)c1scc(C)c1NC(=O)Cc1ccccc1	/	/	/	/	4.4%	1.1	/	/	0.8	1.6	6.9	10.6%	i	1.4	i	18.6
CC(=O)COC(=O)c1cccc(N2C(=O)C3C4C=CC(C4)C3C2=O)c1 (stereo not given)	-8.5	607	/	/	3.5%	1	0.2	1080	5.8	1.5	2.7	4.5%	i	-8.6	i	64.7
COC(=O)CSC1=C(C#N)C(c2ccccc2F)CC(=O)N1 (stereo not given)	8.9	668	0.85	690	/	/	6.5	1214	/	/	/	/	/	/	i	25.0
O=C(CCn1c(=O)sc2ccccc21)Nc1nccs1	7.6	790	-0.4	951	6.8%	1.1	/	/	2.9	2.0	5.0	4.8%	i	2.8	i	26.5
COCCn1nnnc1C(CC(C)C)N1CCN(C(=O)c2ccco2)CC1 (stereo not given)	/	/	0.79	1265	-0.4%	1.1	2.9	1075	3.7	2.8	5.6	-1.6%	i	18.5	/	/
COc1ccc(CCN2C(=O)CN(Cc3ccccc3)CC2=O)cc1OC	/	/	-0.1	1260	-11.1%	1.1	-4.6	661	4.2	2.7	4.6	-1.7%	i	12.0	i	37.9
Cc1ccccc1C(=O)N1CCN(c2ncnc3c2cnn3-c2ccccc2)CC1	/	/	-0.73	1167	5.0%	1.1	1.1	1400	1.7	1.2	0.2	8.4%	i	1.8	i	31.8
CCC(=O)N(Cc1cc2ccccc2[nH]c1=O)c1ccc(OC)cc1	-7.7	736	-0.42	1308	2.3%	1.1	-0.1	1029	4.2	2.1	3.4	-3.9%	i	-4.4	i	24.0
Cc1nn(CCCC(=O)Nc2ccccn2)c(C)c1[N+](=O)[O-]	5.3	685	0.39	1641	-8.5%	1.1	-3.7	1109	1.6	1.2	0.4	3.9%	i	-6.8	i	58.5
O=C(NCC(O)COc1ccc([N+](=O)[O-])cc1)Nc1ccccc1 (stereo not given)	4.4	701	-0.52	1440	/	/	1.2	1264	/	/	/	/	/	/	i	35.8
O=c1[nH][nH]c(C(F)(F)F)c1C=NCc1cccc(Cl)c1	11.4	804	0.17	951	-3.0%	0.9	-1.5	1186	2.9	3.1	6.0	-7.0%	i	1.7	i	59.0
Cc1nc2c(ncn2-c2ccccc2)c(=O)n1NC(=O)CN1CCCC1	9.0	725	-0.38	1160	/	/	-1.5	1318	/	/	/	/	/	/	i	8.6
FC(F)(F)c1cc(-c2ccccc2)nc(N2CCCCCC2)n1	-2.2	772	0.42	1248	6.1%	1	-1.9	1211	2.5	1.2	6.2	-1.6%	i	25.0	i	56.5
O=C(/C=C/c1ccc(Cl)cc1)NC(=S)NN1CCCCC1c1cccnc1 (stereo not given)	0.2	621	/	/	28.2%	1.1	-0.6	939	1.7	2.2	4.9	15.9%	i	7.7	i	43.7
Cc1cc(NC(=O)CSc2nc(N)c(NC(=O)c3ccccc3)c(=O)[nH]2)no1	-11.7	702	1.96	1283	5.2%	1	-0.5	1153	3.4	3.2	6.1	2.5%	i	-3.7	i	43.4
CCC(C)(C)NC(=O)Cc1ccc(F)cc1	5.4	685	-0.6	1563	-11.7%	1	-1.6	960	2.6	2.5	8.5	-16.1%	i	0.6	i	55.1
